# High-throughput results as filed in PubChem.
# MEKK3 PB1 HTS – modulators (inhibitors or enhancers) of MEK5 binding to human MEKK3 PB1 domain. binding response (% of control), % at 10 µM. actives 1.4% (n = 290,000). bead-based flow cytometry, Alexa488-MEK5 binding to MEKK3; actives lie on both sides; 0 = blocked by unlabeled MEK5, 100 = vehicle. AID 1529. Q99759;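 active = binding response more than 3 SD above or below the average of its plate-row segment, actives on both sides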;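 also: Alexa488 bead fluorescence after subtracting the streptavidin-only scavenger bead signal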
# Target sequence (Q99759 whole entry, looked up, the tested form may be a part): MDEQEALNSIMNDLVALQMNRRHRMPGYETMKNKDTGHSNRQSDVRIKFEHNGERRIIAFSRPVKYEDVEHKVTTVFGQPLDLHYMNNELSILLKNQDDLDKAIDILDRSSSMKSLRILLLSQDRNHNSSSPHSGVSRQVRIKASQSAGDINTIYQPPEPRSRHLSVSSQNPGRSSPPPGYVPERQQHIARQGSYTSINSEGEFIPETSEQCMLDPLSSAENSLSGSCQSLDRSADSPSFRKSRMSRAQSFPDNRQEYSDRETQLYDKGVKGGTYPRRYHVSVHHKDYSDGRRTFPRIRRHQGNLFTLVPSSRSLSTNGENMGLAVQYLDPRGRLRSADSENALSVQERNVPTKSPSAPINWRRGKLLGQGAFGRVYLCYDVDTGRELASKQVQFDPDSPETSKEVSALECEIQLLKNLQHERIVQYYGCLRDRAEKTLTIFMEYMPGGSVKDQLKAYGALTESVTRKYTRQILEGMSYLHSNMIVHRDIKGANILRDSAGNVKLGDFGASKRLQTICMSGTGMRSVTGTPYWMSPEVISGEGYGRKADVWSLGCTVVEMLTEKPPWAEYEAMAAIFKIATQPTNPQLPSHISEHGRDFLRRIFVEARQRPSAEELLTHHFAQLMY
# IDE act – activators of human insulin-degrading enzyme in cells | HEK cells, FAbeta-B cleavage, fluorescence polarization; 0% vehicle, 100% cell-free pure enzyme wells | P14735 | activation, % at 5.96 µM | actives 0.073% (n = 340,000);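 active = activation above the mean of all tested compounds plus 3 SD, set per screening campaign, cut at about 17% in these data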
# NS3 helicase inh – HCV NS3 helicase inhibition. inhibition, % at 10.9 µM. AID 1800. NS3 helicase DNA unwinding, Cy5 molecular beacon fluorescence. actives 0.56% (n = 290,000);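 active = inhibition above the mean of all tested compounds plus 3 SD, set per campaign, cut at about 35% in these data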;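 also: 0% = DMSO wells and 100% = thioflavine S control wells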
#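 assay system = NS3 helicase fragment of HCV | buffer or medium = MOPS pH 6.5, MgCl2, DTT, Tween20, BSA | timing = 60 min unwinding reaction at 25 °C after ATP addition | signal = Cy5 beacon fluorescence read at start and 1 h | read-out basis = % inhibition of unwinding | control set = low DMSO, high thioflavine S at 110 µM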
# PHOSPHO1 block – blocks human PHOSPHO1 phosphatase activity | Q8TCT1 | recombinant PHOSPHO1, absorbance phosphatase assay | inhibition, % at 13.3 µM | actives 1.1% (n = 290,000); in the data active = inhibition above about 60%
# Target sequence (Q8TCT1 whole entry, looked up): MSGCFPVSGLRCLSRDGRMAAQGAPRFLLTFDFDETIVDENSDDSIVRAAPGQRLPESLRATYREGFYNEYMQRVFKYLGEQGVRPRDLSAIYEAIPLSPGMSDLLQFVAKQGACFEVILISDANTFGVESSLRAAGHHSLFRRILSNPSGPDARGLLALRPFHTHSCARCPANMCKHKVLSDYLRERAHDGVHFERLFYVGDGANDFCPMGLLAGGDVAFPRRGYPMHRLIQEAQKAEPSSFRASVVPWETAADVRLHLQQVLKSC
# IMP-1 inhibitor – inhibitors of Pseudomonas aeruginosa IMP-1 metallo-beta-lactamase. purified IMP-1, nitrocefin hydrolysis, epi-absorbance fluorescence. inhibition, % at 5.6 µM. actives 0.45% (n = 290,000). AID 1556;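 active = inhibition above the mean plus 3 SD of all compounds in the same screening run, cut at about 4.5% in these data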;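 also: 0% = IMP-1 with DMSO and 100% = DMSO wells lacking enzyme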
#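 Material – recombinant IMP-1 enzyme, purified · Amount – IMP-1 0.2 nM before substrate addition · Medium – HEPES buffer pH 7.1 with ZnSO4 and Brij 35 · Timing – 25 °C, 15 min preincubation, 25 min reaction · Measured by – plate fluorescence quenching by hydrolysis product, ex 480/em 530 nm · Read-out – percent enzyme inhibition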
# DNA FID counter – displaces DNA intercalator in HCV helicase counter-screen; DNA fluorescent intercalator displacement, fluorescence; inhibition, % at 7.9 µM; actives 0.17% (n = 290,000); in the data active = inhibition above about 37%;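 also: 0% = vehicle and 100% = reference compound; higher means more ethidium bromide displaced from hairpin DNA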
# VIM-2 inh – inhibitors of Pseudomonas aeruginosa VIM-2 metallo-beta-lactamase; purified VIM-2, nitrocefin hydrolysis, epi-absorbance fluorescence; inhibition, % at 5.6 µM; actives 0.89% (n = 290,000);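 active = inhibition above the mean of all tested compounds plus 3 SD, cutoff set per screening run, cut at about 7.5% in these data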;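 also: red hydrolysis product quenches plate fluorescence so inhibitors raise well fluorescence; 0% = enzyme with DMSO and 100% = DMSO without enzyme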
# SUMO HTRF inh – blocks human SUMOylation mediated by UBC9 | P63279 | HTRF SUMOylation assay, SAE1/SAE2 + UBC9, in vitro | inhibition, % at 35 µM | actives 0.36% (n = 290,000) | AID 2006; in the data active = inhibition above about 50%, passing the limit was not always enough; also: strong numbers were not always called active
# Target sequence (P63279 whole entry, looked up): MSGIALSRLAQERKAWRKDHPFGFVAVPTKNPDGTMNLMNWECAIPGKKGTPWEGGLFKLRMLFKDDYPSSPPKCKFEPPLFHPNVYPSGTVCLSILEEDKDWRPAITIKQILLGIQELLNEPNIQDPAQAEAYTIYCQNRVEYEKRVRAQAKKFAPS
# pCIP destab – lowers stability of the mouse p/CIP coactivator protein | decrease of EGFP signal, % at 10 µM | actives 0.01% (n = 290,000) | F442A p/CIP-EGFP cells, EGFP fluorescence, 16 h;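 active = EGFP signal decrease of at least 30% at 10 µM or well 3 SD below plate mean, unless failing retest; inactive = the rest, including hits failing retest or dose response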; also: some compounds called inactive have numbers as strong as hits; many of its hits are not listed in these tables
# An asterisk follows results filed as active; . = not tested or not shown. Not all compounds are listed (hit frequency here may not be typical).
SMILES,MEKK3 PB1 HTS,IDE act,NS3 helicase inh,PHOSPHO1 block,IMP-1 inhibitor,DNA FID counter,VIM-2 inh,SUMO HTRF inh,pCIP destab
O=C(Cn1cc(SCc2ccc(F)cc2)c2ccccc21)N1CCOCC1,93.0,-0.8,-16.3,-3.4,3.4,-19.9,1.3,0.6,9.3
COc1ccc(C(=O)Nc2ccc(NC(=O)c3ccccc3)cc2)cc1S(=O)(=O)N1CCOCC1,101.0,-2.7,10.7,17.4,-2.6,-27.6,-4.2,6.0,-11.1
O=C1c2ccccc2NC(c2ccc(O)cc2)N1Cc1ccco1 (stereo not given),104.0,5.6,4.8,4.4,-0.8,-3.0,-1.4,19.4,-9.7
CC(=O)NNc1ncnc2c1cnn2-c1ccc(C)c(C)c1,97.0,3.4,-0.2,-5.3,-2.5,10.5,-0.6,7.2,9.6
O=C(Cn1c(C(F)(F)F)nc2ccccc21)c1ccc(Cl)cc1,99.0,5.1,5.3,3.3,-2.5,2.5,-0.7,-3.2,-5.8
O=C(c1sc2ccccc2c1Cl)N(Cc1ccccc1)C1CCS(=O)(=O)C1 (stereo not given),94.0,6.2,1.3,27.4,0.0,-40.8,1.1,5.2,0.1
CC(C)Cc1nnc(NS(=O)(=O)Cc2ccccc2)s1,102.0,5.1,5.7,12.8,-4.1,-13.8,10.0*,13.9,-18.9
CCc1ccccc1NC(=O)CCC(=O)N1CCSc2ccccc21,98.0,-4.5,23.0,12.3,1.8,-21.5,1.5,-0.7,7.0
CC(C)CC(=O)N1CC(=O)Nc2ccc(F)cc2C1c1ccccc1 (stereo not given),103.0,0.7,0.1,28.0,-1.8,-16.8,-1.6,12.9,-4.7
CCOC(=O)COc1cccc2c(=O)n(CC(=O)NCCc3ccccc3)ccc12,110.0,-1.5,-8.5,-3.7,-3.5,-19.5,-3.0,-7.1,-4.9

# Three compounds from above, ordered by the number in MEKK3 PB1 HTS, lowest first.
SMILES | MEKK3 PB1 HTS
CCc1ccccc1NC(=O)CCC(=O)N1CCSc2ccccc21 | 98.0
CC(C)CC(=O)N1CC(=O)Nc2ccc(F)cc2C1c1ccccc1 (stereo not given) | 103.0
CCOC(=O)COc1cccc2c(=O)n(CC(=O)NCCc3ccccc3)ccc12 | 110.0

# Continued:
SMILES,MEKK3 PB1 HTS,IDE act,NS3 helicase inh,PHOSPHO1 block,IMP-1 inhibitor,DNA FID counter,VIM-2 inh,SUMO HTRF inh,pCIP destab
CCOC(=O)C1CCN(c2cc(C)nc3ccc(OC)cc23)CC1,100.0,5.2,0.0,11.4,-3.4,8.9,-0.4,5.1,-2.9
O=C(CSc1nnc2scc(-c3ccc(Cl)cc3)n12)NCc1ccco1,100.0,-8.2,4.5,-17.6,-3.2,-8.6,-1.5,-7.8,0.9
O=C(NC1CCCCCC1)c1nc2ncccn2n1,.,3.0,2.3,2.3,-2.7,-7.0,-4.7,9.7,-8.7
CC1=C(C(=O)Nc2ccccc2)C(c2ccc3c(c2)OCO3)C2=C(CCCC2=O)N1 (stereo not given),104.0,3.6,8.2,-13.6,-1.9,-6.4,3.0,15.7,3.1
COc1cc2c(C(=O)N3CCN(c4ccccc4F)CC3)cn(C)c(=O)c2cc1OC,96.0,-3.4,-2.3,-7.5,1.1,-31.5,0.0,10.9,5.8
COc1ccc(CNC(=O)CSc2ccc(Br)cc2)cc1OC,99.0,1.0,2.7,-6.2,1.1,-5.0,-1.9,15.8,-16.3
CCOCCCNc1ccc(N2C(=O)CCCC2=O)cc1[N+](=O)[O-],107.0,2.5,3.8,46.0,-1.0,-6.2,-2.2,18.1,-9.4
C/C(=N/NC(=O)Cc1c(C)[nH][nH]c1=O)c1ccc(O)cc1,145.0*,5.4,4.0,-15.0,-3.5,0.4,-3.7,9.9,-1.8
COc1ccc(N(Cc2cc3ccccc3[nH]c2=O)S(C)(=O)=O)cc1,99.0,0.9,-3.1,-1.0,-2.6,-24.6,-4.2,-15.2,9.8
CCOC(=O)CN(C(=O)CSc1nnc(CNc2ccc(C)cc2C)o1)c1ccccc1,100.0,2.2,-1.7,33.3,-1.4,-14.6,-2.3,14.0,-1.8
CCC1CCCCN1CCCNC(=O)C1CCN(c2nnc(-n3cccc3)s2)CC1 (stereo not given),102.0,1.4,-24.8,41.2,-2.0,18.6,-2.6,.,4.4
CCN(CC)S(=O)(=O)c1ccc(C(=O)Oc2ccc3c(c2)OCO3)cc1,98.0,3.6,-2.1,-20.5,-1.1,-5.6,0.3,-6.6,1.0
O=C(O)c1ccccc1C(=O)NC1=NN(c2ccccc2)CC1,107.0,0.5,3.8,-11.7,-23.8,0.5,-1.2,-4.1,13.1
CCOC(=O)c1ccc(NC(=O)CN2C(=O)CCC2=O)cc1,86.0,2.5,3.2,-3.5,-7.6,1.4,-1.8,0.1,-5.6
Cc1nn(Cc2ccc(Cl)cc2)c2sc(C(=O)O)cc12,97.0,.,3.5,2.0,1.7,-6.5,0.5,1.3,4.3
Cc1ccc(CNS(=O)(=O)c2ccc3c(c2)C(C)(C)C(=O)N3C)cc1,101.0,4.7,-3.6,-40.4,2.7,-29.6,-0.4,-2.4,3.3
O=C(COC(=O)c1oc2ccccc2c1COc1ccccc1)NCCN1C(=O)CSC1=O,94.0,2.0,-9.7,-3.5,1.0,-28.7,-0.5,-6.3,-18.9
CSc1ccccc1C(=O)NC1CCSc2ccccc21 (stereo not given),104.0,3.0,-18.4,28.0,-2.8,-14.8,-0.5,11.2,-6.2
Cc1ccc(C)c(N2CCN(S(=O)(=O)c3ccc4c(c3)OCCO4)CC2)c1,88.0,-1.2,1.5,-20.9,-3.5,-2.9,0.8,-21.5,1.6
CC1(C)Cc2c(C#N)c(SCCC#N)nc(N3CCOCC3)c2CO1,101.0,1.6,6.9,5.1,-2.2,-26.9,-2.8,9.3,2.1
CC(=O)Nc1ccc(-c2nnc(SCC(=O)NCc3ccco3)n2C)cc1,106.0,1.6,-0.6,58.0,2.2,-2.6,-1.3,16.1,6.2
CC(C)NC(=O)c1cc(-c2ccco2)on1,100.0,4.6,1.0,17.7,-4.9,2.7,-4.8,-5.5,1.3
CC(C)(C)OC(=O)[C@H](Cc1ccccc1)NC(=O)c1[nH]cnc1C(=O)N[C@@H](Cc1ccccc1)C(=O)OCc1ccccc1,103.0,7.5,9.6,-29.9,-2.4,-31.7,-1.6,-21.7,2.6
CCCCN(C(C)=O)C1CC(=O)N(c2ccc(OCCC)cc2)C1=O (stereo not given),96.0,1.3,-9.9,24.0,-1.1,-12.7,-1.6,10.5,-11.5
CCOC(=O)COc1ccc2ccccc2c1/C=C/[N+](=O)[O-],103.0,-7.8,14.1,-8.8,-2.6,2.7,-2.9,10.6,-10.5
Cc1ccc(C)n1-c1cccc(NC(=O)c2ccccc2)c1,98.0,4.2,6.4,-5.1,-0.5,-6.2,-0.6,-4.2,3.7
CC1CC(C)CN(C(=O)C2CCC(CNc3c(N4CCCCC4)c(=O)c3=O)CC2)C1 (stereo not given),99.0,2.9,1.2,32.1,-1.8,-23.6,-0.8,5.7,-7.5
COC(=O)C(C(=O)Nc1ccccc1C)C1CCCC1 (stereo not given),92.0,2.9,-4.0,-4.9,0.1,0.6,0.7,11.7,0.2
COc1ccc(C(=O)C[n+]2cccc(Br)c2)cc1,102.0,5.1,0.4,27.7,-4.1,1.0,-0.5,8.6,-5.1
NC(=O)c1ccccc1NC(=O)C1CCCO1 (stereo not given),95.0,3.0,10.4,13.9,-3.4,-8.4,-1.7,2.3,9.7

# Only PHOSPHO1 block, for two of the compounds above:
structure | PHOSPHO1 block
CCCCN(C(C)=O)C1CC(=O)N(c2ccc(OCCC)cc2)C1=O (stereo not given) | 24.0
COc1ccc(C(=O)C[n+]2cccc(Br)c2)cc1 | 27.7

# Following part.
SMILES,MEKK3 PB1 HTS,IDE act,NS3 helicase inh,PHOSPHO1 block,IMP-1 inhibitor,DNA FID counter,VIM-2 inh,SUMO HTRF inh,pCIP destab
CCOC(=O)C(C)n1nc(C)c2sc3ccccc3c2c1=O (stereo not given),111.0,5.1,-0.5,-3.0,-0.4,-6.2,-2.3,1.5,15.4
COc1ccccc1Nc1ncnc2c1oc1ccccc12,103.0,-2.3,1.6,-11.0,0.6,-7.0,-1.2,37.2,0.8
O=C(Nc1ccc(N2CCN(C(=O)c3ccco3)CC2)cc1)c1cccc(F)c1,98.0,-0.5,-3.5,35.1,-2.9,-20.6,-0.8,2.3,-2.4
Cc1ccc2nc(-c3ccncc3)cc(C(=O)Nc3ccc4c(c3)OCCO4)c2c1,97.0,2.7,-8.5,-5.2,-1.9,-7.7,-0.9,23.4,1.6
Cc1ccccc1OCCC(=O)OCC(=O)c1c(N)n(CC(C)C)c(=O)n(C)c1=O,101.0,-3.2,-15.4,-10.8,-0.1,-31.3,-2.3,-9.2,1.0
CC1CC(C)CN(C(=O)CSc2nnc(-c3ccc(Cl)cc3)o2)C1 (stereo not given),101.0,-5.9,-9.4,-13.3,-0.5,-18.3,-2.2,5.3,-5.7
CCN(C(=O)c1ccnc(C(C)(C)C)c1)c1ccccc1,100.0,4.9,1.2,12.4,-4.2,-22.3,-2.8,-1.5,2.1
CC(C)NC(=O)c1ccc(Cl)cc1Cl,101.0,5.8,-10.3,23.6,-2.7,5.0,-3.8,1.0,-4.8
Cc1nnc(NC(=O)CSc2nnc(CC(=O)Nc3ccccc3Cl)n2C)s1,97.0,2.8,2.1,-8.7,-1.8,-15.3,-1.6,-6.8,-3.4
FC(F)(F)c1cc(-c2cccs2)nc2cc(-c3ccccc3)nn12,108.0,0.4,-0.2,3.2,-3.1,-3.5,-3.3,25.2,-6.7
Cc1ccc(C(=O)N/C(=C\c2cccs2)C(=O)NCc2cccnc2)cc1,105.0,-4.5,5.9,3.2,-2.4,-3.9,-0.4,-16.0,-6.4
CCOc1ccc(-c2ccc(NS(=O)(=O)c3cc([N+](=O)[O-])c(C)c([N+](=O)[O-])c3)cc2)nn1,104.0,-0.8,4.4,45.5,-3.2,-40.6,-1.5,19.4,-2.7
CCOc1nc(-c2ccccc2)c2cc(C)ccc2n1,102.0,4.1,-1.8,30.2,-2.9,-34.2,-2.3,10.0,6.8
COc1cc(C2c3cc4c(cc3C(OC3OC5COC(c6cccs6)OC5C(O)C3O)C3COC(=O)C23)OCO4)cc(OC)c1O (stereo not given),91.0,2.3,-8.9,22.6,-2.9,-38.8,-3.2,8.6,-1.7
COCCCNC(=O)Nc1ccc2c(c1)N(C)C(=O)CS2,100.0,2.6,-1.4,10.8,-2.8,-1.1,-1.8,-2.6,2.5
O=C(c1ccc(Cl)cc1)c1cc(-c2ccccn2)c(N2CCOCC2)s1,98.0,2.5,11.5,40.3,-0.5,-11.1,-2.6,17.8,-15.4
O=C(Cn1cnc2ccccc2c1=O)Nc1ccc2c(c1)OCO2,101.0,0.4,-5.4,-15.9,-2.6,-0.8,-2.9,0.8,-5.1
CCC(CC)c1nnc(NC(=O)CCCN2C(=O)c3ccccc3C2=O)s1,107.0,2.0,-0.2,17.0,-1.1,-17.5,0.9,15.4,-5.3
O=Cc1cnc(N2CCOCC2)nc1,94.0,2.3,11.1,0.3,-2.5,-0.1,-5.0,-2.7,-0.9
